HTT aggregate – qHTS Multiplex Assay to Identify Dual Action Probes in a Cell Model of Huntington: Aggregate Formation (GFP). Potency, µM (series often up to 46.1 µM), for the others: top-dose activity change, negative = inhibition, hits mostly inhibitors. PC12 HttQ103-GFP aggregates, Acumen cytometry, 40 h. 220,000 compounds, 1.1% hits. AID 1688, 2009; note: potency is the fitted concentration of half-maximal effect; % is set by controls: 0 for no effect and ±100 for the full control effect; nearly all actives have a fitted effect of over 60% in size
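Using laser scanning cytometry, GFP-positive aggregates were counted after lysis of PC12 cells induced with 100 nM tebufenozide to express HTT exon 1 Q103–GFP. Compounds were tested in titration.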
HTT cytoprotect – qHTS Multiplex Assay to Identify Dual Action Probes in a Cell Model of Huntington: Cytoprotection (ATP); PC12 HTT-Q103 induced, cytoprotection, ATP luminescence, 40 h; Potency, µM (series often up to 56.4 µM), without a hit: cytoprotection (ATP increase), actives largely listed as activators; 230,000 compounds, 0.14% hits; AID 1471, 2008;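 note: potency is the fitted concentration of half-maximal effect; % of control where 0% means no effect; nearly all actives have a fitted effect of over 45% in size; toxic huntingtin expression switched on by the ecdysone agonist tebufenozide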
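Compounds added alongside 100 nM tebufenozide, which induces toxic Q103 huntingtin exon 1-GFP in stable PC12 cells; surviving cells quantified by luminescent ATP measurement. Medium: phenol red-free DMEM, 5% equine and 5% calf serum.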
CBFb RUNX1 block – qHTS Assay for Compounds Blocking the Interaction Between CBF-beta and RUNX1 for the Treatment of Acute Myeloid Leukemia; AID 1477, 2009; AlphaScreen CBFb-His/RUNX1-biotin binding, biochemical; Potency, µM (series often up to 59.8 µM), inactives show at the highest dose activity, negative = inhibition, usual class: inhibitors; 230,000 tested, under 10 active; note: % of control where 0% means no effect
Target sequence (Q01196 whole entry, looked up): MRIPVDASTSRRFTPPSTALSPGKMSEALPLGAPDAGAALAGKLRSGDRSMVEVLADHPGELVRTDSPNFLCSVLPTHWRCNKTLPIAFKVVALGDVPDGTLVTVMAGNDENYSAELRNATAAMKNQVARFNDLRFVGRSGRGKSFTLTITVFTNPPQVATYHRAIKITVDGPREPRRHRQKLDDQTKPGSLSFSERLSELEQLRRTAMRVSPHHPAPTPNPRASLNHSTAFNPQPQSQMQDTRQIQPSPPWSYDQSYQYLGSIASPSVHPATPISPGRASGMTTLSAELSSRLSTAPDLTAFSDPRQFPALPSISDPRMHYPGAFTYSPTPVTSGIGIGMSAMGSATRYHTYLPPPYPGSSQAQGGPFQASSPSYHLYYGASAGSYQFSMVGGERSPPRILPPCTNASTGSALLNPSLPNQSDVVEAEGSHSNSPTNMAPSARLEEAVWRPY
Target sequence (Q13951 whole entry, looked up): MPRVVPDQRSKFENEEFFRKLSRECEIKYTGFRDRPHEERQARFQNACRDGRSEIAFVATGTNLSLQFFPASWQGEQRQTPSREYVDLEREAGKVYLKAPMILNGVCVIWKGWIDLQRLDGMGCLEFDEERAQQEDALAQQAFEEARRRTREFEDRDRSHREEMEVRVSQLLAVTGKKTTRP
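AlphaScreen binding: CBFb-His and RUNX1-biotin (30 nM each) preincubated 20 min, compound added for 15 min, then nickel and streptavidin beads for 90 min, all at room temperature. Disruption of the interaction by any mechanism counts as activity.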
Lamin A splicing – qHTS Assay for Modulators of Lamin A Splicing; HeLa LMNA splicing GFP/RFP minigene ratio, 48 h; Potency, µM (highest dose often 46.1 µM), for inactives: at the highest dose ratio change, negative = inhibition, hits mostly inhibitors; 200,000 compounds, 0.01% hits; active = well fitted inhibition curve with a large enough effect in the signal ratio, with a control signal flat, not every such curve was filed as active; inconclusive = small, poorly fitted or top-dose-only effect, or effect the other way, or a change in a side signal; the % refers to the signal ratio; note: potency is the fitted concentration of half-maximal effect; % is set by controls: 0 for no effect and ±100 for the full control effect
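Read-out is the ratio of GFP to DsRed2 object intensity, acquired by 488 nm laser-scanning cytometry on HeLa lamin A-EGFP minigene reporter cells. Compound incubation 48 hrs at 37 °C in Opti-MEM with 2% FBS; DMSO 0.5% final.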
IMPase Li cell – qHTS Assay for Identifying the Cell-Membrane Permeable IMPase Inhibitors: Potentiation with Lithium; CHO-M1 cells, IP1 TR-FRET (IP-One), carbachol + lithium; Potency, µM (titrated, usually from 59.4 µM), without a hit: at the top dose activity, negative = IMPase inhibition, actives largely listed as inhibitors; 210,000 compounds, 0.35% hits;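 note: IP1 builds up when IMPase is blocked and the TR-FRET signal falls; potency is the fitted concentration of half-maximal effect; plate controls were basal vehicle for no effect and high inhibitor control for full effect; nearly all actives have a fitted effect of over 50% in size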
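Test compounds were applied to CHO-M1 cells previously cultured for 16–30 h at 2000 per well. A small lithium amount accompanied them; after 30 min at 37C, IP1 was quantified by TR-FRET.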
SMN2 splice up – qHTS Assay for Enhancers of SMN2 Splice Variant Expression | 210,000 compounds, 2.8% hits | AID 1458, 2008 | HEK293 SMN2-luciferase splicing reporter, luminescence, 30-36 h | Potency, µM (highest dose often 46.1 µM), without a hit: at the top dose activity change, positive = activation, actives largely listed as activators; note: potency is the fitted concentration of half-maximal effect; % of control where 0% means no effect; nearly all actives have a fitted effect of over 55% in size
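qHTS luciferase splicing reporter: luminescence rises when SMN2 exon 7 is included in transfected HEK293 cells. Compound exposure lasted 30-36 h at 37C, with 4.5 mM final sodium butyrate as control, followed by a ONE-Glo read.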
Luc counter – Counterscreen for Luciferase (Kinase-Glo TM) Inhibition | Luciferin 4-monooxygenase (Photuris pensylvanica), Q27757 | Kinase-Glo luciferase, ATP luminescence, 8 min | Potency, µM (titrated, usually from 38.3 µM), inactives show at the highest dose activity change, negative = inhibition, most hits filed as inhibitors | 200,000 compounds, 0.28% hits | AID 1379, 2008; note: potency is the fitted concentration of half-maximal effect; % is set by controls: 0 for no effect and ±100 for the full control effect; nearly all actives have a fitted effect of over 60% in size
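Substrate mix (final 50 mM imidazole pH 7.2, 50 mM KCl, 7 mM MgCl2, 10 uM ATP, 0.01% Tween 20, 0.05% BSA) plus pin-tool compound, then Kinase-Glo detection mix; 8 min ambient, luminescence read.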
The depositor's hits bear a star; ? = inconclusive; · = not tested or not shown; [ ] = remark or other dose. Unless noted, calls come from the whole dose curve; as a rule, active = well fitted curve in the direction sought with a large enough effect; inconclusive = small, poorly fitted or top-dose-only effect, or another doubt; inactive = no such curve, though single readings can be large; an effect the other way counts as inactive or inconclusive.

SMILES | HTT aggregate | HTT cytoprotect | CBFb RUNX1 block | Lamin A splicing | IMPase Li cell | SMN2 splice up | Luc counter
COc1ccc(C2(C(=O)NCC3CCCO3)CCOCC2)cc1 (configuration not stated) | 4% | 1% | 3% | 1% | 4%[38.3 µM] | 5% | 4%
CCCCNC(=O)NS(=O)(=O)c1ccc(N)cc1 | -8% | ? | -25% | · | 1% | · | 5%[39.9 µM]
CNc1oc(-c2ccccc2Cl)nc1C#N | -11% | -14% | -2% | 1% | -3%[38.3 µM] | -9% | -1%
Cc1c(-c2ccc(Br)cc2)[n+](=O)c2c(n1[O-])CCCC2 | -2%[9.22 µM] | -6% | 13% | -14%[46 µM] | 7% | -2% | 4%
CCN(CC)S(=O)(=O)c1ccc(C(=O)OCn2nnc3ccccc3c2=O)cc1 | -23% | 0% | 9% | 3% | 8%[38.3 µM] | -15% | 1%
C[C@@H]1O[C@H](O[C@@H]2\C=C/C=C\C=C/C=C\C[C@H](C)OC(=O)/C=C\[C@H]3O[C@@H]3C[C@H](O)C[C@]3(O)C[C@@H](O)[C@@H](C(=O)O)[C@H](C2)O3)[C@@H](O)[C@H](N)[C@@H]1O (stereo in doubt) | 4% | ? | -20%[21.7 µM] | -12% | 3% | 3%[20.6 µM] | 3%[17.1 µM]
O=C(COC(=O)c1ccc(Br)cc1)NCCc1ccccc1 | 7% | ? | 11% | 8% | -5% | 6% | 3%
CCOC(=O)C1=C(CN2CCOCC2)NC(=O)NC1c1cccc([N+](=O)[O-])c1 (configuration not stated) | 1%[9.22 µM] | 5%[10 µM] | -1% | · | 9% | 8% | 0%
CNc1ncnc2ccc(-c3cccc(NS(C)(=O)=O)c3)cc12 | · | -63%[inhibitor] | · | -12% | 10% | ? | -2%
Cc1ccsc1/C=N/Nc1nc(=O)[nH]nc1C | -27% | -6%[1.9 µM] | ? | ? | 1% | 18µM* | 4.5µM*
COCCN=c1scc(-c2cccs2)n1/N=C/c1ccc(O)c(O)c1O | -4% | -4%[10 µM] | -4% | ? | · | · | ·
NS(=O)(=O)c1ccc(NC(=O)COC(=O)CCC2CCCCC2)cc1 | -11% | 20%[10 µM] | 2% | -6% | -1% | -1% | 3%
CCN(c1ccccc1)c1cc(NC)[n+](C)c(C)n1 | · | 5% | 7%[21.7 µM] | · | 8% | · | -1%
O=C(CC(C(=O)O)C1CCCO1)NCc1ccccc1 (configuration not stated) | ? | 5% | -1% | 9% | 18%[38.3 µM] | 4% | -2%
CCOC(=O)C1CCCN(C(=O)COc2ccccc2O)C1 (configuration not stated) | -12% | -2% | 3% | -4% | -17%[38.3 µM] | · | -7%
COc1cccc(OCc2ccc(Cl)cc2)c1C#N | -31%[9.22 µM] | -29%[10 µM] | ? | · | · | · | ·
CC1CCCN(C(=O)c2ccc3c(=O)n(Cc4ccc5c(c4)OCO5)c(=S)[nH]c3c2)C1 (configuration not stated) | -19% | -28% | -1% | ? | -3%[38.3 µM] | -41%[inhibitor] | 0%
Cc1cccc(C)c1OCCn1nc(C(=O)O)c2ccccc2c1=O | -8% | -12% | 1% | -24% | 6%[38.3 µM] | -11% | -3%
CNC(=O)/C=C1\NC(C)(C)Cc2ccccc21 | ? | -41%[inhibitor] | 3% | -16% | 19%[38.3 µM] | 1% | -1%
Cc1ccc(N(CC(=O)N/N=C/c2cccc(Br)c2)S(C)(=O)=O)cc1 | -11% | 1%[10 µM] | -7% | ? | -4% | -10% | -2%

Compound profiles, from the list above. Order of values: HTT aggregate, HTT cytoprotect, CBFb RUNX1 block, Lamin A splicing, IMPase Li cell, SMN2 splice up, Luc counter
NS(=O)(=O)c1ccc(NC(=O)COC(=O)CCC2CCCCC2)cc1 reads -11%, 20%[10 µM], 2%, -6%, -1%, -1%, 3%
COCCN=c1scc(-c2cccs2)n1/N=C/c1ccc(O)c(O)c1O reads -4%, -4%[10 µM], -4%, ?, ·, ·, ·
CCOC(=O)C1CCCN(C(=O)COc2ccccc2O)C1 (configuration not stated) reads -12%, -2%, 3%, -4%, -17%[38.3 µM], ·, -7%
COc1cccc(OCc2ccc(Cl)cc2)c1C#N reads -31%[9.22 µM], -29%[10 µM], ?, ·, ·, ·, ·

Next section
SMILES | HTT aggregate | HTT cytoprotect | CBFb RUNX1 block | Lamin A splicing | IMPase Li cell | SMN2 splice up | Luc counter
Cc1csc(NC(=O)CSc2nnc3c4ccccc4nc(C(C)(C)C)n23)n1 | -9% | -61%[inhibitor] | -2% | ? | 10%[38.3 µM] | -37%[inhibitor] | 1%
CN(C)c1ccc(/C=N/NC(=O)c2cccc(N3CCCC3=O)c2)cc1 | -11%[9.22 µM] | -10%[10 µM] | -2% | · | 16% | 4% | -8%
N#Cc1cccc(-c2cncnc2NCc2cccnc2)c1 | · | -10% | · | 3% | 14% | · | ·
COc1ccc(NC(=O)Cn2ncc(Cl)c(Cl)c2=O)cc1S(=O)(=O)N1CCOCC1 | ? | 44%[10 µM] | ? | ? | -8% | -27% | -1%
O=C(CSc1nnnn1-c1ccccc1)N1CCN(C(=O)c2ccco2)CC1 | -6% | 8% | 3% | 1% | 21%[38.3 µM] | 17% | 3%
CCCCCCCCCCCCCCCC(=O)NCC(=O)O | · | · | -1% | · | -2% | -7% | 0%
Cc1nc2ccccc2nc1OCc1ccc([N+](=O)[O-])cc1 | 13% | -6% | -10% | ? | -2% | -8% | 1%
CCc1ccccc1NC(=O)CCN1C(=O)C2C3CCC(C3)C2C1=O (configuration not stated) | 1% | -3% | -1% | · | 3% | -7% | -1%
O=C(CN1CCCCCC1)N1c2ccccc2Sc2ccc(C(F)(F)F)cc21 | ? | -10%[10 µM] | -2% | -14% | 22% | -24% | 0%
COc1ccc(/C=N/OCC(=O)N(Cc2ccccc2)c2ccccc2C(=O)O)cc1 | 6% | -15%[10 µM] | -5% | -5% | -2% | -25% | 3%
CCCCn1nnnc1NCc1ccc(OC)c(OC)c1OC | -7% | -11% | 4% | ? | · | · | ·
COC(=O)c1nnn(CC(=O)NC(=O)Nc2cccc(Cl)c2C)c1C(=O)OC | 1% | -21% | 1% | ? | 2% | -23% | 1%
COc1ccc(Nc2nc(NC(C)(C)C)nc(N3CCOCC3)n2)c(OC)c1 | -13%[9.22 µM] | 9%[10 µM] | -19% | -5%[46 µM] | 17% | -4% | -1%
COc1ccc(S(=O)(=O)Nc2ccc3c(c2)OCCO3)cc1Cl | ? | -12%[0.074 µM] | 6% | ? | 10%[38.3 µM] | -11% | -2%
COc1ccc(-c2nc3c(c4c2C[C@H](c2ccccc2)OC4)CN(C(=O)c2cc(I)ccc2F)CC3)c(C)c1 | · | 14%[10 µM] | 3%[13.1 µM] | ? | 3% | -11%[9.22 µM] | -6%[7.66 µM]
Cc1cc(SCC(=O)c2cc3ccccc3o2)nc2ccccc12 | -13% | -40%[inhibitor] | 1% | 3% | -5%[38.3 µM] | -9% | -5%
Cc1ccc(S(=O)(=O)N2CCN(c3nc4ccccc4nc3-n3nc(C)cc3C)CC2)cc1 | -21% | -26% | 5% | ? | 36%[activator][38.3 µM] | 17% | 8%
C(=N\Nc1nc2ccccc2[nH]1)/c1ccc2c(c1)OCO2 | -23% | -70%[inhibitor] | 5% | 12%[9.22 µM] | -3% | 13µM* | -1%
CCOC(=O)CN1C2=NCCN2c2ccccc21 | 0% | -6%[10 µM] | 5% | -11% | 26%[38.3 µM] | 1% | 2%
CC(=O)Cc1nsc(NC(=O)c2ccco2)n1 | 4% | -10% | 5% | 7% | 21%[38.3 µM] | · | -9%
COc1ccccc1C1CCN(c2ccc([N+](=O)[O-])cn2)CC1 | 24%[9.22 µM] | 22%[10 µM] | 0% | · | · | · | ·
CC(C)c1nnc(NC(=O)CCC(=O)N2CCN(C3CCCCC3)CC2)s1 | 1% | -27%[0.074 µM] | 3% | 2% | 6%[38.3 µM] | 1% | -1%
Fc1cccc(CSc2ccc(-c3ccco3)nn2)c1 | 0% | 14%[10 µM] | -4% | -3% | -2% | ? | -4%
CCCNC(=O)c1cc2ccccc2c(=O)o1 | 4% | · | 10% | -2% | 1% | 10% | -5%
Cc1cc2n(n1)SC(Nc1ccc(F)c(Cl)c1)N2 (configuration not stated) | -8% | 8%[10 µM] | -5% | ? | 6% | ? | 4%
Cc1nn2c(CN(C(=O)CN3CCOCC3)c3ccccc3)nnc2c2ccccc12 | 0% | 5%[10 µM] | -2% | 0% | 6% | 2% | 5%
COC(=O)c1[nH]c2c(c1C)C(=O)CC(c1ccccc1)C2 (configuration not stated) | 12% | -68%[inhibitor][10 µM] | 7% | ? | 15%[38.3 µM] | -4% | -2%
CC1=NN(c2cccc(C(=O)O)c2)C(=O)/C1=C\C=C/c1ccccc1 | ? | -20% | -7% | · | 27% | 10% | -2%
N#C/C(=C\c1ccc(Sc2nc3ccccc3[nH]2)o1)c1ccccc1 | ? | -93%[inhibitor] | -7% | ? | 13%[38.3 µM] | -65%[inhibitor] | -3%
N/C(=N\OS(=O)(=O)c1ccc(Br)cc1)c1ccncc1 | 2% | -10% | 4% | 5% | -20%[38.3 µM] | -9% | -1%
Cc1ccc(-c2cc(C(=O)NCc3ccccn3)c3ccccc3n2)cc1 | -3% | -17%[10 µM] | 9% | -14% | 8%[38.3 µM] | ? | -5%
C(=N\N1CCOCC1)/c1nc(-c2ccccc2)n2ccccc12 | 7%[9.22 µM] | 26%[10 µM] | -3% | 12%[46 µM] | 18% | 4% | -1%
CCOc1c2ccc(C(=O)NC3CCCc4ccccc43)cc2nn1C (configuration not stated) | 24% | 4% | 11% | -5% | -8%[38.3 µM] | -5% | -5%

An excerpt from above in order of their number in Lamin A splicing, highest first:
SMILES | HTT aggregate | CBFb RUNX1 block | Lamin A splicing | IMPase Li cell | SMN2 splice up
O=C(CC(C(=O)O)C1CCCO1)NCc1ccccc1 (configuration not stated) | ? | -1% | 9% | 18%[38.3 µM] | 4%
O=C(CSc1nnnn1-c1ccccc1)N1CCN(C(=O)c2ccco2)CC1 | -6% | 3% | 1% | 21%[38.3 µM] | 17%
CCOc1c2ccc(C(=O)NC3CCCc4ccccc43)cc2nn1C (configuration not stated) | 24% | 11% | -5% | -8%[38.3 µM] | -5%

Source: PubChem BioAssay (National Center for Advancing Translational Sciences (NCATS))
